mcGAS lum = cyclic GMP-AMP synthase inhibitors, mouse, primary biochemical chemiluminescence; Q8C6L5; recombinant cGAS, Kinase-Glo ATP depletion luminescence; inhibition, % at 12.5 µM; 160,000 tested, 0.15% active;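 also: 0% = negative control wells and 100% = reference inhibitor with no enzyme activity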
hcGAS lum = Primary biochemical luminescence assay for human cyclic GMP-AMP synthase inhibitors; Q8N884; recombinant h-cGAS, ATP depletion, Kinase-Glo luminescence; inhibition, % at 12.5 µM; 290,000 tested, 0.081% active;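 also: 0% = vehicle reaction and 100% = reaction without DNA for no activity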
Target sequence (Q8N884 whole entry, looked up): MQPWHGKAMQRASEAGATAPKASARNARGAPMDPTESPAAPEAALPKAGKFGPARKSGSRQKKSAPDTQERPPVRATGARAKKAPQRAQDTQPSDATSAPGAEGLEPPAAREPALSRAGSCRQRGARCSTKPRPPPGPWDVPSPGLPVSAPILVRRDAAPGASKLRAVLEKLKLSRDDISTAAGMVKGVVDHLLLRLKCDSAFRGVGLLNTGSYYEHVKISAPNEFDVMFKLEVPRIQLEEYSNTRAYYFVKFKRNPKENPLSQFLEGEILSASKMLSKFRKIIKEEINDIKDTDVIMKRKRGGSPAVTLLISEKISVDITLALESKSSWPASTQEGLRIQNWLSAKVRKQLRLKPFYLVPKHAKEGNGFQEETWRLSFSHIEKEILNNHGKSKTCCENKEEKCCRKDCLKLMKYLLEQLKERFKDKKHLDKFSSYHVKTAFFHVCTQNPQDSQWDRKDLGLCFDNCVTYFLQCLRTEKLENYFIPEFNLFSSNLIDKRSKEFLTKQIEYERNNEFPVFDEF
NPYLR7 ag = agonists of mosquito NPYLR7 receptor, primary screen, cell-based, Aedes aegypti, calcium fluorescence, mosquito biting behavior; Aedes aegypti neuropeptide Y-like receptor 7 (NPYLR7); HEK293T NPYLR7/Galpha15, GCaMP6s calcium fluorescence; activation, % at 10 µM; 270,000 tested, 0.15% active; AID 1259423, 2018; in the data active = activation above about 40%;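 also: 0% = vehicle and 100% = reference agonist at the receptor; some compounds past the cut are filed as inactive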
Starred values were filed as active, the others as inactive; / = not tested or not shown; & = joins results of further samples. Rule as the data show it, unless noted: active = inhibition above about 40%; inactive = the rest.

SMILES	mcGAS lum	hcGAS lum	NPYLR7 ag
OCc1ccc(-c2nccn2CC2COc3ccccc3O2)o1 (stereo unspecified)	-12	-6	2
COc1ccc(CNC(=O)Cn2nc3c(c2NC(=O)c2cnccn2)CSC3)cc1	-4	-3	-4
CC(C)SCC(=O)NC(C1CC1)C1CC1	/	-7	20
OC(CCCN1CCN(c2ncc(F)cn2)CC1)c1ccc(F)cc1 (stereo unspecified)	/	-3	-7
CCC(C)N(Cc1ccc(OS(=O)(=O)c2ccc(F)cc2)cc1)C(=O)c1ccccc1Cl (stereo unspecified)	-4	-2	1
CC1CC1C(=O)Nc1ccc(F)cc1C(=O)N1CCc2ccccc2C1 (stereo unspecified)	/	-11	6
CN1CCC(Cc2noc(C3CCCCO3)n2)CC1 (stereo unspecified)	/	-8	3
Cc1cc(OC(=O)CC2CCCCC2)c([N+](=O)[O-])c(=O)[nH]1	-5	-2	3
COc1cccc(NC(=O)CCC2CCN(Cc3cc4ccccc4o3)CC2)c1	/	-10	13
CCCCn1c(=O)[nH]c(=O)c2c1nc(COC(=O)c1c(F)cccc1Cl)n2CCC	-5	-5	-1
COc1ccc(-c2cc(C(=O)O)c3[nH]c(C)nc3n2)cc1	-7	-6	-3
Cc1nn(C)c(Cl)c1S(=O)(=O)N1CCCC2(CCN(C)CC2)CC1	-10	1	-1
COCCN(C(=O)c1ccc(C#N)cc1)c1ccc(C(F)(F)F)cn1	/	-1	9
CCCCCCCCc1ccc(-c2ccc(C(=O)Nc3ccc(Cl)c4c3C(=O)c3ccccc3C4=O)cc2)cc1	-6	-4	9
CC(=O)C(C)n1c(=O)c2c(nc3n(-c4cccc(C)c4)c(C)c(C)n23)n(C)c1=O (stereo unspecified)	/	-3	-1
CC(=O)O[C@@H]1CC2C(C)(C)[C@H](O)C=C[C@]2(C)C2CC[C@@]3(C)[C@H](c4ccoc4)OC(=O)C4OC43[C@@]21C (stereo partly specified)	-4	-3	36
Fc1ccc(-c2noc3nc(OCc4ncccn4)ccc23)cc1	-6	-4	2
CCOC(=O)c1c(C)c(C(=O)CN(Cc2ccco2)C(=O)c2ccc([N+](=O)[O-])cc2)c(C)n1CC	-5	-4	-10
Cc1nc(CCC(=O)N2CCCN(Cc3ccc(F)cc3)C(C(C)C)C2)n[nH]1 (stereo unspecified)	/	-2	4
N#Cc1ccc(-c2ccc(OCC(=O)c3ccc4c(c3)CC(=O)N4)cc2)cc1	/	-14	0
O=C(Cc1ccccc1)NCCn1ncc2c(N3CCOCC3)ncnc21	-8	-8	2
Cc1ccc(N(CCCCN2C(=O)c3ccccc3C2=O)C(=O)c2cc([N+](=O)[O-])ccc2Cl)cc1	-4	-2	5
Cc1ccccc1NC(=O)Cn1c(C)cc(=O)c2cccc(C)c21	-9	-9	10
CCOCCCN(CC(=O)N(CCc1ccccc1)Cc1ccc(C)o1)C(=O)c1cccc(Br)c1	-4	-3	0
Cc1onc(-c2c(F)cccc2Cl)c1C(=O)N1CCC(c2ccc(F)cc2)CC1	-2	-9	-3
Cc1cc(=O)n2nc(C(F)(F)F)n(CC(=O)N3CCC(C)CC3)c2c1	-6	-5	7
COc1ccccc1NC(=O)N(Cc1ccc(OS(=O)(=O)c2ccc(F)cc2)cc1)C(C)C	-3	0	8
O=C(c1ccc(C(F)(F)F)c(F)c1)N1CCN(CCCOC(c2ccc(Cl)cc2)c2ccc(Cl)cc2)CC1	-6	-2	0
CCCn1nnnc1COC(=O)c1ccc(C)c(S(N)(=O)=O)c1	-11	-8	1
CC(C)CC(=O)N(Cc1csc(COc2ccc(Cl)cc2)n1)C(C)C	-3	-5	14
CCc1ccc(S(=O)(=O)NCCCn2nc(-c3ccc(OC)cc3)ccc2=O)s1	/	-3	-1
Cc1ccc2[nH]c3c(cc(Nc4ccccc4)c4c(=O)c5ccccc5c(=O)c43)sc2c1	-3	-1	-3
O=C(CCNc1ccccc1)N1CCN(C(=O)c2cc(Cl)cc(Cl)c2)CC1	/	-2	-1
COc1ccccc1C1=NN(C(=O)CN2CCOCC2)C(c2ccccc2)C1 (stereo unspecified)	-4	-6	14
CCNC(=S)N(CCOC)Cc1c(-c2ccccc2)noc1N1CCCCC1C (stereo unspecified)	-7	-7	4
CC(C)Cc1cc(C(=O)N2CCOC(c3ccc(Cl)c(Cl)c3)C2)n[nH]1 (stereo unspecified)	-13	-6	-6
CCC(C)NC(=O)C(NC(=O)c1cccc(C)c1)C1CCN(S(=O)(=O)C(C)C)CC1 (stereo unspecified)	-6	-5	11
Cc1cc(O)cc(C)c1CN1CCOC(CCCc2ccccc2)C1 (stereo unspecified)	/	-4	15
Cc1ccc(-c2cc3c(=O)n(CC(N)=O)ncn3n2)cc1C	-10	-9	-12
CC(=O)c1ccc(C(=O)NCc2csc(C)n2)cc1	/	-8	3
COc1cc(=O)n(-c2ccc(C)cc2)nc1C(=O)NCC(OC)OC	-6	-3	6
CCCC(=O)c1cn(CC(=O)N2CCC3(CCCO3)CC2)c2ccccc12	-11	-3	5
CCN(CCC(F)(F)F)C(=O)CCc1ccc2c(c1)OCCCO2	/	-11	0
C=CC[C@H]1CC(C)=C[C@H](CC=C)N1Cc1ncccc1C(=O)O	/	-5	4
CCOC(=O)c1cc(-c2cccc(NC(=O)COc3ccc(Cl)cc3)c2)n(-c2ccccc2C)n1	-7	-4	20
O=C(NCc1ccccc1F)c1ncc(Cl)c(Cl)c1Cl	-5	-3&-8	2
CCCS(=O)(=O)CC(=O)N(C)Cc1ccccc1-c1ccccc1	-17	-5	4
CCC(=O)Nc1cccc(C(=O)NCCc2cc(C)ccc2C)c1	/	-7	14
O=C(NCCn1ncccc1=O)c1ccccc1	/	-6	1
O=C(Nc1ccc(NC(=O)C2CC2)cc1)c1ccco1	-2	-3	10
Clc1ccc(-c2nc(C3CCCCC3)no2)cc1	-4	-5	-5
Cc1c(C(=O)N2CCN(C(=O)C3CC3)CC2)cc(-c2ccc(Cl)cc2)n1-c1ccccc1F	-4	-12	-6
COc1ccc(OC(F)(F)F)cc1CC1(C)C(=O)Nc2ccc(C)cc21 (stereo unspecified)	/	-5	4
Cc1cc(/C=N\NC(=O)COc2cccc3cccnc23)c(C)n1-c1ccc(Br)cc1	-7	-7	11
CCn1nnc2c(Nc3ccc(Br)cc3C)ncnc21	-6	-6	7
COc1cc(-c2cccnc2OC)cc(OC)c1OC	-19	-8	19
Cc1cc(C)cc(NNC(=O)c2ccc(F)cc2F)c1	/	2	5
O=C(Nc1ccc(Cl)c(-c2nc3ccccc3o2)c1)c1ccccc1F	1	0	-8
Cc1nnc(SCCCn2cc3ncccc3c2O)s1	-15	-5	16
NCCCC(N)CC(=O)NCC1NC(=O)C(CO)NC(=O)C(N)CNC(=O)C(C2CCN=C(N)N2)NC(=O)C(C=NC(N)=O)NC1=O (stereo unspecified)	/	-4&4	-4&-3

Following part.
SMILES	mcGAS lum	hcGAS lum	NPYLR7 ag
O[C@H]1CN(C/C=C/c2ccccc2)C[C@@H]1N1CCN(c2ccccn2)CC1	/	-9	3
Cc1nc(N)ncc1C(=O)N1CCCC(CCc2cccc(C(F)(F)F)c2)C1 (stereo unspecified)	/	-8	0
Cc1cc(C)nc(Nc2cccc3ccccc23)n1	-5	-2	2
Cc1c(C(NC(=O)C(C)S(C)(=O)=O)C(C)C)oc2ccccc12 (stereo unspecified)	/	0	-4
COc1ccc2[nH]c(CNC(=O)c3cccc(-n4cccn4)c3)cc2c1	/	-5	1
CC(C)(C)c1cc(CN2CCN(c3nccc4ccccc34)CC2)[nH]n1	/	-5	12
CN(Cc1ccc2nonc2c1)C(=O)C1CCC(=O)N(CCCc2ccccc2)C1 (stereo unspecified)	-10	-8	-1
COc1ccc(N2CCN(Cc3ncccc3F)C(C)C2)cc1 (stereo unspecified)	/	0	5
Cc1ccccc1NC(=O)Cn1ccn2nc(-c3ccccc3)cc2c1=O	-8	-9	4
COCCNC(=O)c1nn(-c2ccc(C(F)(F)F)cc2)c(=O)n(Cc2ccc(F)cc2)c1=O	-4	0	10
COC(=O)CCNC(=O)Cn1cnc2ccccc2c1=O	0	3	4
Cc1cccc[n+]1CC(=O)C=C1N(C)c2ccccc2C1(C)C	/	-3	-11
CCCN(Cc1c(-c2ccccc2)noc1N1CCCC1)C(=O)c1cccc(C)c1	-4	-10	3
S=C(SC1OCCOC1SC(=S)N1CCOCC1)N1CCOCC1 (stereo unspecified)	-4	-6	1
O=[N+]([O-])c1cc(S(=O)(=O)N2CCOCC2)ccc1NC1CCS(=O)(=O)C1 (stereo unspecified)	/	0	-2
COC(=O)c1cc(C)sc1NC(=S)Nc1cnn(C)c1C(N)=O	/	2	-7
COc1ccc(NC(=S)NC2CCCCC2)cn1	/	-6	-4
Cc1ccc2nc(COC(=O)c3ncc(Cl)c(Cl)c3Cl)cc(=O)n2c1	-4	1	5
Cc1cc(C)c(C)c(SCC(=O)N2CCNC(=O)C2)c1C	/	-8	7
CCn1cc(C#N)c(=O)n(CC(=O)c2ccc3c(c2)OCCO3)c1=O	-8	-6	0

Reformatted with values under each structure: 13 of the compounds above.
Order of values: mcGAS lum	hcGAS lum	NPYLR7 ag
> O[C@H]1CN(C/C=C/c2ccccc2)C[C@@H]1N1CCN(c2ccccn2)CC1
  /	-9	3
> Cc1nc(N)ncc1C(=O)N1CCCC(CCc2cccc(C(F)(F)F)c2)C1 (stereo unspecified)
  /	-8	0
> Cc1cc(C)nc(Nc2cccc3ccccc23)n1
  -5	-2	2
> Cc1c(C(NC(=O)C(C)S(C)(=O)=O)C(C)C)oc2ccccc12 (stereo unspecified)
  /	0	-4
> COc1ccc2[nH]c(CNC(=O)c3cccc(-n4cccn4)c3)cc2c1
  /	-5	1
> CC(C)(C)c1cc(CN2CCN(c3nccc4ccccc34)CC2)[nH]n1
  /	-5	12
> CN(Cc1ccc2nonc2c1)C(=O)C1CCC(=O)N(CCCc2ccccc2)C1 (stereo unspecified)
  -10	-8	-1
> COc1ccc(N2CCN(Cc3ncccc3F)C(C)C2)cc1 (stereo unspecified)
  /	0	5
> Cc1ccccc1NC(=O)Cn1ccn2nc(-c3ccccc3)cc2c1=O
  -8	-9	4
> COCCNC(=O)c1nn(-c2ccc(C(F)(F)F)cc2)c(=O)n(Cc2ccc(F)cc2)c1=O
  -4	0	10
> COC(=O)CCNC(=O)Cn1cnc2ccccc2c1=O
  0	3	4
> Cc1cccc[n+]1CC(=O)C=C1N(C)c2ccccc2C1(C)C
  /	-3	-11
> CCCN(Cc1c(-c2ccccc2)noc1N1CCCC1)C(=O)c1cccc(C)c1
  -4	-10	3

(list continues)
SMILES	mcGAS lum	hcGAS lum	NPYLR7 ag
Cc1nc(-c2nc(N(C)C)nc(N(C)C)n2)no1	/	-9	1
Cc1ccc(S(=O)(=O)Nc2cc(Cl)ccc2F)cc1C	-2	8	3
CCN(CC(=O)NC1CCS(=O)(=O)C1)Cc1nc2ccccc2n1C (stereo unspecified)	/	-1	-5
COCCNc1cc(C(C)(C)C)nc2c(-c3ccc(Cl)cc3)c(C)nn12	-5	-1	24
O=C(Nc1nnc(-c2ccc(Cl)cc2)s1)C1CCCN1C(=O)Nc1ccc(Cl)c(Cl)c1 (stereo unspecified)	-7	-4	14
O=C(c1ccnc(-c2ccc(Cl)cc2Cl)c1)N1CCOCC1	/	-6	5
CC(C)N1CCC(N2CCN(Cc3ccccn3)CC2CCO)CC1 (stereo unspecified)	-12	-6	-4
N#Cc1ccc(CSc2nnc(-c3ccco3)n2-c2ccc(Cl)c(Cl)c2)cc1	-7	-5	/
COc1ccc(CNC(=O)Nc2ccc3c(c2)OCCO3)cc1	/	-4	-23
CC(=O)NCCn1ccnc1-c1ccc(-c2ccco2)cc1	0	3	2
Fc1ccccc1N1CCC(NCCNc2cccnc2)CC1	/	-6	9
Cc1noc(C)c1CN(C)C(=O)NCCc1cccc(F)c1	0	6	1
Cc1ccc(C2(c3ccc(C)o3)CCCCC2)o1	-9	-5	8
O=C(NCc1nnc(-c2ccccc2)o1)c1cccc2c1NCCC2	/	-1	-6
C=C(C)CN1N=C(C)Cn2c1nc1c2c(=O)n(Cc2ccccc2C)c(=O)n1C	-10	-7	0
CC(=O)Nc1ccc(CN(C)c2c(C)nc3ccc(C(=O)N(C)CCN(C)C)cn23)cc1	-2	0	9
CCc1[nH]c2ccc(CNC(=O)Cc3ccc4c(c3)NC(=O)CO4)cc2c1C	/	-3	0
C=CCN(CC(=O)N1CCc2sccc2C1COc1cccc(OC)c1)C(=O)c1cccc(F)c1 (stereo unspecified)	-4	5	2
CC(C)NC(=O)c1ccc(OCc2cccs2)cc1	/	-17	-1
COc1cccc(CN(Cc2ccc(C(O)(c3cccs3)c3cccs3)o2)CC2CCCO2)c1 (stereo unspecified)	-1	2	-2
Cc1cc(C2(c3cc(C)c(O)c4ncccc34)OC(=O)c3ccccc32)c2cccnc2c1O	1	3	9
COC(=O)CCCCC(=O)Nc1ccc(-c2onc3c2CCc2ccccc2-3)cc1	-6	-4	2
CCc1ccccc1NCN1C(=O)c2ccccc2C1=O	-6	-4	-2
COc1cccc(NC(=O)Cc2csc(C(C)C)n2)c1	/	-8	3
O=C(NCc1nnc(SCc2ccc(F)cc2)n1-c1ccc(Cl)cc1Cl)NC12CC3CC(CC(C3)C1)C2	-4	-11	20
COc1ccc(-n2ccnc(SCc3ccc(F)cc3)c2=O)cc1OC	1	2	-1
CC(=O)Nc1ccnn1CC1=CCCN(Cc2nc(C)cc(C)n2)C1	-10	-4	/
Cc1sc2nc(SCCO)n(C3CCCC3)c(=O)c2c1C	-2	-4	-2
COc1c(NC(=O)Cc2ccc(Br)cc2)c(C)nn1C	/	-4	-2
Cn1cc(S(=O)(=O)N2CCOCC2)cc1C(=O)N1CCCC2CCCCC21 (stereo unspecified)	-4	-4	/
